# GDH-TPI inh = GDH-TPI coupling enzyme inhibitors, primary screen, artefact control for M. tuberculosis FBA inhibitor project, biochemical, absorbance, full deck | GDH-TPI coupled enzyme counterscreen, NADH absorbance | inhibition, % at 4.8 µM | hit rate 1.2% among 360,000 | AID 588335, 2011;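 also: 0% = DMSO wells and 100% = wells lacking the enzyme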
# BoNT-F LC inh = BoNT/F light chain protease inhibitors, primary screen, biochemical, flow cytometry, MLPCN library; inhibition, % at 10 µM; Multiplex microsphere protease cleavage assay; hit rate 0.22% among 360,000; Botulinum neurotoxin type F light chain protease (Clostridium botulinum); in the data active = inhibition above about 35%, passing the limit was not always enough; inconclusive = no clear call, values can overlap the other calls; also: plate controls were buffer without enzyme for full effect and enzyme alone for no effect
# PrPC surface inh = inhibitors of human cell surface prion protein PrPC, primary screen, cell-based, TR-FRET; inhibition, % at 13.8 µM; TR-FRET read-out; hit rate 0.43% among 370,000; in the data active = inhibition above about 24%; also: 0% = median of the test wells and 100% = reference compound wells
# BoNT A protease = BoNT/A light chain protease inhibitors, primary screen, biochemical, flow cytometry, MLPCN library; Botulinum neurotoxin type A light chain protease (Clostridium botulinum A str. ATCC 3502); hit rate 0.17% among 360,000; inhibition, % at 10 µM; multiplex microsphere protease substrate cleavage; in the data active = inhibition above about 30%; inconclusive = no clear call, values can overlap the other calls; also: plate controls were buffer without enzyme for full effect and enzyme alone for no effect
# FBA Mtb inh = Mtb FBA enzyme inhibitors, primary screen, biochemical, fluorescence, strain H37Rv; inhibition, % at 1 µM; purified M. tuberculosis FBA, fluorescence read-out; hit rate 2.3% among 360,000; Fructose-bisphosphate aldolase (Mycobacterium tuberculosis (strain ATCC 25618 / H37Rv)), …; in the data active = inhibition above about 27%;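 also: 0% = vehicle and 100% = reference inhibitor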
# Target sequence (P9WQA3 whole entry, looked up): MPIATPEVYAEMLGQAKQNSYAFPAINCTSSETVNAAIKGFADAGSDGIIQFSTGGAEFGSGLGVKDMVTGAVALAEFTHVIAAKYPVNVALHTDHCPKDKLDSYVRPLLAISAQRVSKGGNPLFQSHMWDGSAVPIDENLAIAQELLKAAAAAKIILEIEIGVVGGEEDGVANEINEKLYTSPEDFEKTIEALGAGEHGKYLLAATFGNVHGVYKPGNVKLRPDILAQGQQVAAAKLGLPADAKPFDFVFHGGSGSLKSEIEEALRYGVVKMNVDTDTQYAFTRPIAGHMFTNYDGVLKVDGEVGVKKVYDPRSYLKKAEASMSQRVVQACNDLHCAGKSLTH
# BioA inh = M. tuberculosis BioA enzyme inhibitors, primary screen, biochemical, plate reader, single point, HTS. purified M. tuberculosis BioA enzyme. inhibition, % at 9.99 µM. hit rate 0.096% among 360,000. AID 602481, 2012; in the data active = inhibition above about 40%; inconclusive = no clear call, values can overlap the other calls
# Mtb UGM inh = M. tuberculosis UGM enzyme inhibitors, primary screen, biochemical, fluorescence polarization, single point; UDP-galactopyranose mutase (Mycobacterium tuberculosis (strain ATCC 25618 / H37Rv)), …; purified UGM, fluorescence polarization probe displacement; inhibition, % at 10 µM; hit rate 0.06% among 320,000; in the data active = inhibition above about 10%, passing the limit was not always enough; inconclusive = no clear call, values can overlap the other calls
# Target sequence (P9WIQ1 whole entry, looked up): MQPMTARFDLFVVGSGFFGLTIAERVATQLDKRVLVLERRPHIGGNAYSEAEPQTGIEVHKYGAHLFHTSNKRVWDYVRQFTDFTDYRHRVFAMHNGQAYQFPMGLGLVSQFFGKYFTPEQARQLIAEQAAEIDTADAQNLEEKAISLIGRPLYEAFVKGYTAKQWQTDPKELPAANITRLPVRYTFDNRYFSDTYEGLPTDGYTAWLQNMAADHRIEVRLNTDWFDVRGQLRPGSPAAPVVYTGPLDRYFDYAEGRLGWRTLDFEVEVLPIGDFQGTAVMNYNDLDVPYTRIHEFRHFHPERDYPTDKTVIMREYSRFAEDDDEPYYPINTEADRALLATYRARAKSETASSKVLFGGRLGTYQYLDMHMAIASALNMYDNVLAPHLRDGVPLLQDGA
# CCHF vOTU inh = CCHFV vOTU protease inhibitors, primary screen, biochemical, Pep-AMC substrate, fluorescence; Crimean-Congo hemorrhagic fever virus L polyprotein viral ovarian tumor (vOTU) protease …; inhibition, % at 11.5 µM; hit rate 0.55% among 370,000; also: 0% = vehicle wells with enzyme and 100% = no enzyme wells
# FadD28 binding = inhibitors of FadD28 bisubstrate probe binding, primary screen, biochemical, fluorescence polarization, single point; inhibition, % at 12.5 µM; hit rate 0.22% among 360,000; AID 588549, 2011; Mycobacterium tuberculosis FadD28 fatty-acid-AMP ligase; in the data active = inhibition above about 8.5%, passing the limit was not always enough; inconclusive = no clear call, values can overlap the other calls
# An asterisk follows results filed as active; ? = inconclusive; / = no result given. Rule as the data show it, unless noted: active = inhibition above about 30%; inactive = the rest. Hits appear at their usual frequency. Share with any hit: about 4.8%.
no.	Structure	GDH-TPI inh	BoNT-F LC inh	PrPC surface inh	BoNT A protease	FBA Mtb inh	BioA inh	Mtb UGM inh	CCHF vOTU inh	FadD28 binding
1	O=C(OCC#CCSc1nnc(-c2cccc3ccccc23)o1)c1ccco1	-2	-4	-8	?	3	-0.7	1.8	-1	-5.0
2	NC(=O)c1ccccc1OCc1nnc(-c2ccccc2Br)o1	-1	-15	4	3.1	-7	-0.4	-1.0	6	-3.6
3	CCOc1ncccc1C(=O)OCC(=O)c1ccc(Cl)s1	11	4	4	0.2	0	11	-0.3	10	-4.4
4	CC(Oc1ccccc1Cl)C(=O)N(Cc1cccs1)C1CCS(=O)(=O)C1 (stereo not drawn)	5	-10	-7	-0.6	4	0.2	0.0	0	-1.0
5	CCc1cc2ccccc2nc1SCC(=O)N1CCN(C(=O)c2ccco2)CC1	6	-1	9	0.1	-2	0.4	/	4	-2.1
6	CCN(CC)C(=O)C1CCN(Cc2ccc(OCc3ccccc3)cc2)CC1	-2	23	-10	-2.7	-1	1.0	4.3	-17	0.1
7	O=C(O)C1CC(=O)N(CCc2ccccc2)C1 (stereo not drawn)	3	3	-3	1.6	1	-1.3	2.1	6	0.1
8	O=C(COC(=O)c1cccc(C(=O)OCC(=O)NC2CC2)n1)NC1CC1	3	0	3	-0.4	0	/	-0.3	6	0.0
9	COc1ccc(CC(=O)OCC(=O)Nc2cc(S(=O)(=O)N3CCOCC3)ccc2N2CCCC2)cc1	1	-2	3	-0.8	1	/	0.8	-2	-3.1
10	O=C(c1cn(-c2ccccc2)nc1-c1cccs1)N1CCOCC1	3	0	0	-0.2	-2	-0.5	-6.1	1	-0.5

# Arranged by formula weight (ascending): three of the compounds above
no.	Structure	GDH-TPI inh	BoNT-F LC inh	PrPC surface inh	BoNT A protease	FBA Mtb inh	BioA inh	Mtb UGM inh	CCHF vOTU inh	FadD28 binding
3	CCOc1ncccc1C(=O)OCC(=O)c1ccc(Cl)s1	11	4	4	0.2	0	11	-0.3	10	-4.4
5	CCc1cc2ccccc2nc1SCC(=O)N1CCN(C(=O)c2ccco2)CC1	6	-1	9	0.1	-2	0.4	/	4	-2.1
9	COc1ccc(CC(=O)OCC(=O)Nc2cc(S(=O)(=O)N3CCOCC3)ccc2N2CCCC2)cc1	1	-2	3	-0.8	1	/	0.8	-2	-3.1

# Carrying on:
no.	Structure	GDH-TPI inh	BoNT-F LC inh	PrPC surface inh	BoNT A protease	FBA Mtb inh	BioA inh	Mtb UGM inh	CCHF vOTU inh	FadD28 binding
11	O=S(=O)(c1ccc(N2CCN(c3ccc(F)cc3)CC2)cc1)N1CCCC1	12	-6	2	-0.3	0	6.8	-2.0	6	-3.0
12	CCCNC(=O)NS(=O)(=O)c1ccc(Cl)cc1	14	-6	-4	-1.2	5	-0.8	2.1	1	0.7
13	C/C(CCN1CCc2nc(-c3ccccc3)c(-c3ccccc3)cc2C1)=N\O[C@@H](C)c1cc(-c2c(C)cc(C)cc2C)no1	9	3	/	-0.2	5	/	-0.9	/	/
14	Cc1ccc(/C=N/NC(=O)c2cc(-c3cccnc3)nc3ccccc23)cc1	13	-6	8	-0.5	-1	/	-0.3	-4	-3.4
15	Cc1ccc(NC(=O)CN(C)Cc2ccc(F)cc2)c([N+](=O)[O-])c1	1	2	0	0.7	0	-1.2	/	-4	-1.0
16	CCNC(=S)N(CCc1c(C)[nH]c2ccc(C)cc12)Cc1cc(OC)c(OC)c(OC)c1	-23	-4	-5	-0.6	0	0.5	3.7	7	2.9
17	Cn1nc(C(C)(C)C)cc1C(=O)Nc1nc2c(s1)C(=O)CC(C)(C)C2	40*	2	-1	-0.4	7	-1.2	0.9	-1	0.0
18	CCn1c(COc2ccccc2C)nnc1SCC(=O)OC	-4	-1	0	-0.5	-1	0.3	0.5	-2	0.8
19	COc1ccc(NC(=O)CN2CCN(S(=O)(=O)N3CCCCCC3)CC2)cc1	-6	-2	-2	1.0	-2	-0.8	-1.4	1	-4.2
20	CCOC(=O)N1CCC(NC(=O)C2CCCN(c3nc4ccccc4o3)C2)CC1 (stereo not drawn)	-4	-5	-3	-2.9	1	0.0	-1.6	1	-2.4

# Complete entries, looked up by structure. Screens in order: GDH-TPI inh	BoNT-F LC inh	PrPC surface inh	BoNT A protease	FBA Mtb inh	BioA inh	Mtb UGM inh	CCHF vOTU inh	FadD28 binding
# CCOC(=O)N1CCC(NC(=O)C2CCCN(c3nc4ccccc4o3)C2)CC1 (stereo not drawn) is listed as -4	-5	-3	-2.9	1	0.0	-1.6	1	-2.4
# CCCNC(=O)NS(=O)(=O)c1ccc(Cl)cc1 is listed as 14	-6	-4	-1.2	5	-0.8	2.1	1	0.7
# O=S(=O)(c1ccc(N2CCN(c3ccc(F)cc3)CC2)cc1)N1CCCC1 is listed as 12	-6	2	-0.3	0	6.8	-2.0	6	-3.0
# Cn1nc(C(C)(C)C)cc1C(=O)Nc1nc2c(s1)C(=O)CC(C)(C)C2 is listed as 40*	2	-1	-0.4	7	-1.2	0.9	-1	0.0

# Remaining list, next part:
no.	Structure	GDH-TPI inh	BoNT-F LC inh	PrPC surface inh	BoNT A protease	FBA Mtb inh	BioA inh	Mtb UGM inh	CCHF vOTU inh	FadD28 binding
21	O=[N+]([O-])c1ccccc1S(=O)(=O)NCc1cccnc1	-2	-4	2	-0.4	0	/	-0.4	-4	0.5
22	Cc1ccc(NC2=NCC(=O)N2Cc2ccccc2)c(C)c1	2	3	5	-0.5	-2	0.0	1.3	-2	-0.2
23	Cc1cccc(Cn2cccc2/C=C2/C(=N)N3C=CSC3=NC2=O)c1	10	-10	4	0.7	-5	/	0.4	-12	0.3
24	COc1cc(C(=O)Nc2nc(C)c(Cc3ccc4c(c3)OCO4)s2)cc(OC)c1OC	5	3	-4	-0.8	4	-2.2	0.7	1	-2.4
25	CC(=O)Nc1ccc2c(c1Br)Cc1ccccc1-2	-5	-6	9	0.2	-3	/	/	15	-4.7
26	CCOc1ccc(NC(=O)Cn2c(=O)oc3cc(Cl)ccc32)cc1	-4	-11	3	1.4	3	0.7	-1.3	-12	1.2
27	O=c1c(Cc2ccc(Cl)cc2Cl)c(O)ccn1Cc1ccc(Cl)cc1	3	-18	8	-0.4	-1	0.7	0.4	6	-7.3
28	Cc1c2ccccc2nc2c(F)c(NC(C)C)c(F)c(F)c12	9	-13	-2	7.3	0	/	-2.3	5	0.0
29	CCCCC(=O)Nc1ccc(C(=O)Nc2ccc3c(c2)OCO3)cc1	9	-6	22	-0.2	0	0.7	0.6	4	0.9
30	Cc1cc(C(=O)OCC(=O)N2CCOCC2)ccc1[N+](=O)[O-]	3	1	-1	0.2	1	/	-3.4	-5	0.0
31	COc1ccc(Cc2nc3ccc(C(=O)NC(C)c4cnn(C)c4)cc3o2)cc1 (stereo not drawn)	1	-12	-1	-1.7	6	-0.1	2.0	-7	-2.3
32	O=C(COc1ccc(F)cc1)N1CCc2ccccc2C1	0	-2	5	0.8	-2	0.2	0.2	11	1.4
33	CC1=CCC(Cc2nc3ccccc3o2)C1(C)C (stereo not drawn)	-5	3	8	-0.1	-1	1.2	0.8	-1	-5.5
34	COc1cc(/C=N/Nc2ccc(C(F)(F)F)cn2)ccc1O	22	-3	4	-1.3	-1	/	0.2	23	-1.1
35	CCCN1C(=O)c2[nH]nc(-c3cc(Cl)c(C)cc3O)c2C1c1ccc(O)c(OC)c1 (stereo not drawn)	4	-15	26*	0.7	-1	/	2.4	21	-1.3
36	COC(=O)c1c(NC(=O)CSc2n[nH]c(N)n2)sc(C)c1C	18	-13	0	-0.9	5	-1.0	0.6	-6	-0.6
37	CSCCC(N=CC1=C(O)CC(C)(C)CC1=O)C(=O)O (stereo not drawn)	12	-22	-2	-1.9	0	-0.5	-0.8	9	1.4
38	CCc1nnc(SCC(=O)NC2CC2)n1CC	6	2	-1	0.2	2	-0.6	0.5	-4	-0.8
39	Cc1occc1-c1n[nH]c(=S)n1-c1ccccc1	3	-5	9	-0.8	-3	-0.6	5.4	-5	-0.6
40	CC1=C(C(=O)N(C)C)CC(CC(=O)NCc2cccc3ccccc23)C(=O)N1Cc1ccccc1 (stereo not drawn)	9	2	-2	0.2	0	-0.3	/	-8	-2.4
41	CCCCN1C(=O)NC(NC(=O)C2CC2)(C(F)(F)F)C1=O (stereo not drawn)	4	8	0	0.4	-1	-0.3	2.3	3	-1.6
42	COc1cc(OC)c(NC(=S)Nc2cccc(C(C)=O)c2)cc1Cl	12	2	-1	-0.3	-1	/	0.7	4	-1.2
43	Cn1c(SCc2ccon2)nc2ccccc2c1=O	7	-2	-4	?	1	9.9	1.5	2	2.3
44	Cc1ccc(CCNC(=O)C2CCCN(S(=O)(=O)c3c(C)noc3C)C2)cc1 (stereo not drawn)	7	19	3	0.9	3	-0.5	2.3	0	-0.6
45	CCOc1ccc(NC(=O)Cc2c(O)c3ccccc3[nH]c2=O)cc1	8	5	0	0.0	6	-1.0	1.5	1	0.3
46	CCC1CCCCN1CCCNC(=O)c1ccc(CS(=O)(=O)Cc2ccc(Cl)cc2)o1 (stereo not drawn)	1	-3	-5	1.4	0	-1.7	1.3	16	-3.6
47	O=C(CCN1N=C(c2ccccc2)CCC1=O)NC1CCCC1	8	3	6	0.3	1	-1.1	0.4	16	-0.2
48	C[C@H](CO)N1C[C@H](C)[C@@H](CN(C)S(=O)(=O)c2ccc(F)cc2)Oc2c(NC(=O)Nc3ccc(C(F)(F)F)cc3)cccc2C1=O	0	-9	-6	-1.0	-1	-1.5	-2.0	1	-11
49	Cc1ccccc1NC1c2ccccc2C(=O)N1Cc1ccco1 (stereo not drawn)	11	-9	-1	-0.5	0	-0.8	-2.3	4	-2.6
50	COc1ccc(C(=O)N2CCCC(Nc3ccc(C)c(C)c3)C2)cc1F (stereo not drawn)	4	-12	-1	-0.8	-2	3.7	-0.4	10	0.6
51	COc1ccccc1OCCNC(=O)/C=C/c1ccc([N+](=O)[O-])cc1	9	-7	-34	0.4	-2	/	-0.6	11	1.0
52	CCOc1ccccc1N1CCN(C(=O)c2ccc(OCC(=O)N3CCOCC3)c(OC)c2)CC1	-3	-4	2	1.3	0	1.9	2.4	-5	-3.2
53	CN(C)CC#Cc1cccc(-c2nc(C(=O)O)cc3c2[C@@H](CCO)N(S(=O)C(C)(C)C)C3)c1 (stereo partly drawn)	/	-3	2	-0.5	-1	-0.6	/	-1	-1.3
54	CCn1c(SCc2nc3ccccc3s2)nc2cc(S(=O)(=O)N3CCOCC3)ccc21	-6	-4	-1	1.3	5	2.3	1.0	-14	-1.9
55	COc1ccccc1-c1csc(C(C)(NC(C)=O)c2ccccc2)n1 (stereo not drawn)	3	2	4	0.0	0	-0.3	/	12	-1.6
56	COCC(C)n1c(C)cc(C(=O)COC(=O)c2ccc(N3CCCC3=O)cc2)c1C (stereo not drawn)	1	10	-3	2.5	1	0.3	-1.3	-7	-0.1
57	Cc1ccc(-n2c(SCC(=O)N3Cc4ccccc4CC3C(=O)O)nnc2-c2cccnc2)c(C)c1 (stereo not drawn)	-3	-3	5	-0.2	5	/	4.1	1	-3.0
58	COC(=O)C(C)NC(=O)C1CCCN1C(=O)CNC(=O)OCc1ccccc1 (stereo not drawn)	-3	-5	7	1.2	0	/	-0.4	10	-0.1
59	CC(=O)NCCc1ccc(S(=O)(=O)Nc2cccnc2)cc1	0	-4	1	-0.5	-4	-2.8	-2.3	1	-2.8

# Individual results from the list.
# no. 6 in CCHF vOTU inh: -17
# no. 10 in PrPC surface inh: 0
# no. 20 in BoNT A protease: -2.9
# no. 27 in BoNT A protease: -0.4
# no. 46 in FadD28 binding: -3.6
# no. 34 in Mtb UGM inh: 0.2
